STK33 kinase inh – inhibitors of purified STK33 kinase, primary screen, biochemical, ADP-Glo luminescence, homogeneous, cell-free; Serine/threonine-protein kinase 33 (Homo sapiens), Q9BYT3; MBP phosphorylation; inhibition, % at 10 µM; 320,000 tested, 0.073% active; AID 2661, 2010;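 active means inhibition at or above 25%, using the most active replicate where run in duplicate; inactive means inhibition below 25%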
Target sequence (Q9BYT3 whole entry, looked up): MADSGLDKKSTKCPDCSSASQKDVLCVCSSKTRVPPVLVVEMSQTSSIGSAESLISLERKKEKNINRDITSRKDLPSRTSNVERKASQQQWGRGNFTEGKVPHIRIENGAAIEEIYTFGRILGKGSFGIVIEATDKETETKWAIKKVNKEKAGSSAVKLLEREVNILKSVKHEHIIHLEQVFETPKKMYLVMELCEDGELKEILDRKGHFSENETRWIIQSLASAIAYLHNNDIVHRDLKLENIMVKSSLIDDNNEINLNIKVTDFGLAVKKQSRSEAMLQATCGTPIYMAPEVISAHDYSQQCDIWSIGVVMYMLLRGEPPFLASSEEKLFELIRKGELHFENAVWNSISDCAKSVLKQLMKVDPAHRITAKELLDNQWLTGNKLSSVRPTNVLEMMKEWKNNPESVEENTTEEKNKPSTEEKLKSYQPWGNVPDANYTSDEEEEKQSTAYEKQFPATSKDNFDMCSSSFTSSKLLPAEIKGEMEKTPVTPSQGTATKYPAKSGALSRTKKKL
OX1R antag-1 – OX1R (HCRTR1) antagonists, primary screen, fluorescence, CHO/OX1R cells, Fluo-8 calcium, orexin A; Orexin/Hypocretin receptor type 1 (Homo sapiens), O43613; Fluo-8 calcium fluorescence; inhibition, % at 5 µM; 330,000 tested, 0.43% active; AID 434989, 2010;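 active means inhibition above its plate's threshold, mean inhibition of all tested compounds on the plate plus 3 SD, cut at about 37% in these data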;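 further: 0% = orexin A challenge wells and 100% = SB-334867-A antagonist wells; not every result past the cut was called active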
Target sequence (O43613 whole entry, looked up): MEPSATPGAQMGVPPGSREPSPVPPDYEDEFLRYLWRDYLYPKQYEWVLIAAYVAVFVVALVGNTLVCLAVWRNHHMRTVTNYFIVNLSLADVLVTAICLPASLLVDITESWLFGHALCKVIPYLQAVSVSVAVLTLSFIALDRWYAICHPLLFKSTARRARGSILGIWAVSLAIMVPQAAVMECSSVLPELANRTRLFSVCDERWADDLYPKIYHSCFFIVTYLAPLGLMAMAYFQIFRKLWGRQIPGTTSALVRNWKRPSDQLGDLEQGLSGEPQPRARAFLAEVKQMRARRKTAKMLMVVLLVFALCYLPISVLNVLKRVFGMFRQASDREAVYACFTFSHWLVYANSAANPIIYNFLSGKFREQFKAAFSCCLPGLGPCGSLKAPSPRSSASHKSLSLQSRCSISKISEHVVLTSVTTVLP
OX1R antag-2 – antagonists of human orexin 1 receptor (OX1R); OX1R-expressing cells, FRET antagonist read-out; inhibition, % at 6.6 µM; 330,000 tested, 1.8% active; AID 485270, 2010; in the data active means inhibition mostly above about 38%, no sharp cut-off; inactive means mostly below about 40%;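 further: 0% = agonist challenge alone and 100% = reference antagonist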
The depositor's hits bear a star; . = no result given.

nr | canonical_smiles | STK33 kinase inh | OX1R antag-1 | OX1R antag-2
1 | O=c1cc(-c2ccccc2)cc(-c2ccccc2)n1CCCO | 0.4 | 1 | 26
2 | O=C(CSc1nnc(Cc2cccs2)n1Cc1ccco1)Nc1cccc(Cl)c1 | -1.9 | -6 | 36
3 | CCN(CC)S(=O)(=O)c1cccc(-c2nnc(SCC(=O)NC3CCCCCC3)n2N)c1 | -0.6 | -21 | 6
4 | COC(=O)C12CC3CC(C1)CC(n1cnc(Cl)n1)(C3)C2 | -2.1 | -10 | 16
5 | O=S(=O)(Nc1cccc2c1CCCC2)c1ccc(Cl)cc1 | 14 | -20 | 21
6 | O=C(CCNC(=O)C1CCN(S(=O)(=O)c2ccc(F)cc2)CC1)NCc1cccnc1 | -2.0 | -2 | 12
7 | CCOc1ccc(N=C2NN=C(c3cc(C)n(CC4CCCO4)c3C)CS2)cc1 (stereo not given) | -1.4 | -30 | 11
8 | O=C(Nc1nnc(S(=O)(=O)N2CCOCC2)s1)c1ccccc1F | -0.9 | -12 | 11
9 | CCOc1ccc2nc(Cl)c(/C=C/C(=O)c3ccco3)cc2c1 | -2.1 | -48 | 17
10 | CC1CCCCC1NC(=O)COC(=O)/C=C/c1ccc2c(c1)OCO2 (stereo not given) | 0.1 | -6 | 7

Molecules listed so far that contain four or more nitrogen atoms:
nr | canonical_smiles | STK33 kinase inh | OX1R antag-1 | OX1R antag-2
2 | O=C(CSc1nnc(Cc2cccs2)n1Cc1ccco1)Nc1cccc(Cl)c1 | -1.9 | -6 | 36
3 | CCN(CC)S(=O)(=O)c1cccc(-c2nnc(SCC(=O)NC3CCCCCC3)n2N)c1 | -0.6 | -21 | 6
6 | O=C(CCNC(=O)C1CCN(S(=O)(=O)c2ccc(F)cc2)CC1)NCc1cccnc1 | -2.0 | -2 | 12
7 | CCOc1ccc(N=C2NN=C(c3cc(C)n(CC4CCCO4)c3C)CS2)cc1 (stereo not given) | -1.4 | -30 | 11
8 | O=C(Nc1nnc(S(=O)(=O)N2CCOCC2)s1)c1ccccc1F | -0.9 | -12 | 11

Later entries.
nr | canonical_smiles | STK33 kinase inh | OX1R antag-1 | OX1R antag-2
11 | CCOCCn1c(CN2CCCCC2C)nc2c1c(=O)n(C)c(=O)n2C (stereo not given) | 0.5 | -13 | -2
12 | O=C(CSc1nnc(-c2ccncc2)o1)NC1C2CC3CC(C2)CC1C3 (stereo not given) | 0.3 | -8 | 2
13 | CCCCCCCC(=O)N/N=C(\C)c1cccnc1 | -1.3 | -29 | 9
14 | CCc1ccc(OCCOC(=O)Nc2ccccc2)cc1 | -1.1 | -8 | 21
15 | Cc1ccc(-n2c(-c3cnccn3)n[nH]c2=S)c(Br)c1 | -5.5 | -4 | 19
16 | CCN1CCN(c2ncnc3c2cnn3-c2ccc(C)cc2C)CC1 | 0.4 | -21 | 4
17 | CC1(C)CC(CCN(Cc2ccccc2)C(=O)c2ccco2)(c2ccccc2)CCO1 (stereo not given) | -1.1 | -12 | 29
18 | COc1ccc(-c2csc3ncnc(N4CCN(c5ccccc5[N+](=O)[O-])CC4)c23)cc1 | 0.0 | -30 | 19
19 | CC(NC(=O)C(=O)N1CCCCC1)C(c1cccs1)N1CCN(C)CC1 (stereo not given) | -2.1 | 8 | 6
20 | CC(C)(C)NC(=O)NC(=O)CSc1nnc(COc2ccccc2Cl)o1 | -0.9 | -2 | 10
21 | Cc1nnc(Nc2ccc3c(c2)ncn3C)c2ccccc12 | 0.1 | 8 | 11
22 | O=C(CSc1nnc(CNC(=O)c2ccccc2F)o1)c1ccc(Cl)cc1 | -1.1 | -26 | 39
23 | CS(=O)(=O)c1nncn1-c1ccccc1 | -1.5 | -10 | 6
24 | N#C/C(=C/Nc1ccccc1)c1ccsc1 | -1.7 | -24 | 32
25 | Cn1c(NC(=O)C2CCCO2)cc(=O)n(C)c1=O (stereo not given) | 0.2 | 0 | 15
26 | O=C(OCC(=O)c1c[nH]c2ccccc12)c1ccc([N+](=O)[O-])s1 | -0.8 | 2 | 51*
27 | O=C(c1ccc(F)cc1)c1c[nH]c(C(=O)NCCCN2CCOCC2)c1 | 0.8 | 4 | 3
28 | Cc1ccc(NC(=O)c2cc(-c3cccs3)on2)cc1C | -3.2 | -17 | 37
29 | CCCC(O)(CCC)C(=O)NN(C(=O)CCl)c1ccccc1 | -2.6 | -3 | 8
30 | C=CCC(CC=C)(C(N)=O)c1ccccc1 | -0.9 | -13 | 3
31 | COC(=O)c1[nH]c2ccc(C)cc2c1NC(=O)Oc1ccccc1 | -0.6 | -5 | 21
32 | Cc1nc(C(=O)Nc2ccc(Cl)cc2)nn1-c1ccc([N+](=O)[O-])cc1 | -0.1 | -5 | 5
33 | COc1cc(C)nc(Nc2nc(C)c(C(C)=O)s2)n1 | 1.3 | 8 | 53
34 | CN(C(=O)c1ccc(NC(=O)Cc2cccc(NC(=O)C3CCCN(C(=O)C4CCCC4)C3)c2)cc1)C1CCCC1 (stereo not given) | -1.1 | 13 | 12
35 | Fc1ccc(COc2ccc(-c3nnco3)cc2)c(Cl)c1 | -0.8 | -21 | 13
36 | Cc1oc(-c2ccccc2)cc1C(=O)NCc1ccncc1 | -0.4 | -30 | -2
37 | COc1ccc2c(c1)nc(NCCCO)n2Cc1ccccc1 | -1.4 | -19 | 20
38 | CCOc1ccccc1N(CC(=O)Nc1cccc(OC)c1)S(=O)(=O)c1ccccc1 | -3.6 | -31 | 15
39 | COc1cc(NC(=O)c2cccc([N+](=O)[O-])c2)ccc1NC(=O)c1cc2ccccc2o1 | -0.5 | -7 | 1
40 | CON(C)C(=O)CCC1CCCN1C(=O)OC(C)(C)C (stereo not given) | -0.9 | -28 | 4
41 | Cc1cccc(-c2noc(-c3ccno3)n2)c1 | 0.4 | -5 | 4
42 | COc1ccc([N+](=O)[O-])cc1NCc1cccc([N+](=O)[O-])c1 | -1.0 | -17 | 12
43 | Cc1ccc(/C=N/NC(=O)c2csc3c2CCCC3)cc1 | -1.5 | -30 | 22
44 | O=[N+]([O-])c1cnc(Nc2ccc(Cl)cn2)c([N+](=O)[O-])c1 | -3.0 | -5 | 97*
45 | O=C(CN1CCN(c2ccccn2)CC1)Nc1ccccc1Br | -0.3 | -29 | -2
46 | COCCCn1c(C(=O)NCCN2CCOCC2)cc2c(=O)n3ccccc3nc21 | 0.0 | -18 | 52
47 | CSc1ccc(OC2CCCCC2NS(=O)(=O)c2ccc(Cl)cc2)cc1 (stereo not given) | -1.7 | -34 | 11
48 | O=C(COc1ccccc1)Nc1ccccc1F | -0.6 | -7 | 7
49 | COc1ccc(-c2nnc(SCC(=O)NC(=O)NCc3ccccc3)o2)cc1 | -1.5 | -3 | 18
50 | Cc1c(/C=N/O)c2ccccn2c1C=O | 0.9 | -10 | 29

Pulled one by one from the entries so far:
nr | canonical_smiles | STK33 kinase inh | OX1R antag-1 | OX1R antag-2
47 | CSc1ccc(OC2CCCCC2NS(=O)(=O)c2ccc(Cl)cc2)cc1 (stereo not given) | -1.7 | -34 | 11
49 | COc1ccc(-c2nnc(SCC(=O)NC(=O)NCc3ccccc3)o2)cc1 | -1.5 | -3 | 18
43 | Cc1ccc(/C=N/NC(=O)c2csc3c2CCCC3)cc1 | -1.5 | -30 | 22
50 | Cc1c(/C=N/O)c2ccccn2c1C=O | 0.9 | -10 | 29
44 | O=[N+]([O-])c1cnc(Nc2ccc(Cl)cn2)c([N+](=O)[O-])c1 | -3.0 | -5 | 97*

Next part:
nr | canonical_smiles | STK33 kinase inh | OX1R antag-1 | OX1R antag-2
51 | O=C(NCCN1CCOCC1)c1ccc2c(c1)ncn2C1CCCC1 | 2.8 | -17 | 12
52 | Cc1cc(SCC(=O)OCC(=O)NC(C)c2ccccc2)c(C)cc1Br (stereo not given) | 0.1 | -9 | 15
53 | Cc1ccc(O)c(NC(=O)c2cc([N+](=O)[O-])ccc2Cl)c1 | -1.1 | 0 | 6
54 | CC(C)(C)NC(=O)C(c1ccccc1)N(C(=O)C1CSC(=O)C1)c1ccccc1 (stereo not given) | -2.4 | -8 | 16
55 | O=C(O)C(=O)/C(=C\c1cccc2ccccc12)c1ccc2ccccc2n1 | -2.5 | -2 | 22
56 | COc1ccccc1NC(=O)Nc1nc(CC(=O)NCc2ccc(F)cc2)cs1 | 0.1 | -25 | 25
57 | Cc1cc(C)cc(N2C(=O)c3nccnc3C2=O)c1 | -0.8 | 0 | 12
58 | CC(C)C(=O)Nc1nnc(S(=O)(=O)N2CCCCCC2)s1 | -0.4 | -6 | 7
59 | C#CCN1C(=O)C(O)(CC(=O)c2ccc3c(c2)OCCO3)c2ccccc21 (stereo not given) | -0.2 | -15 | 11
60 | OCC(O)/C=N/Nc1nc(Nc2ccccc2)nc(Nc2ccccc2)n1 (stereo not given) | 2.0 | -39 | -2
61 | COC(=O)c1sc(N)c(C(=O)OC)c1CSc1nc2sc3c(c2c(=O)n1C)CCC3 | -0.9 | -27 | 25
62 | Cc1ccccc1NC(=O)COc1cccc2c1CCNC2=O | -2.1 | -10 | 1
63 | CC(C)n1c(SCc2ccccc2F)nc2c1c(=O)n(C)c(=O)n2C | -1.1 | -40 | 15
64 | COc1cc(C2C(C#N)=C(SC)NC3=C2C(=O)CCC3)ccc1O (stereo not given) | -0.9 | -12 | 2
65 | CCCCc1nnc(NC(=O)C2CCN(c3ncnc4sc(C)c(C)c34)CC2)s1 | . | -34 | 2
66 | COCCCn1c(=O)c2ccccc2n(Cc2ccccc2C)c1=O | -1.7 | -15 | 11
67 | NC(=O)C1CCN(C(=O)c2ccc3nc(-c4ccccc4)c(-c4ccccc4)nc3c2)CC1 | -0.7 | -13 | 13
68 | COc1ccc(CCNC(=O)Cc2ccc3c(c2)OCO3)cc1OC | -3.6 | -10 | 15
69 | c1cncc(CN=C2Nc3ccccc3CS2)c1 | -2.3 | -11 | 9
70 | COc1ccc(OCC(O)CNc2ccc(Br)cc2)cc1 (stereo not given) | -1.0 | -2 | 8
71 | CC(NC(=O)c1ccncc1)c1ccc(Br)cc1 (stereo not given) | -3.1 | -6 | 13
72 | COc1cccc(NS(=O)(=O)c2ccc3[nH]cc(C(=O)NCCCOC(C)C)c(=O)c3c2)c1 | -1.0 | -9 | 15
73 | COc1ccc(COC(=O)c2ccc(N3CCCC3=O)cc2)cc1F | -0.9 | -23 | 18
74 | O=C(Nc1cccc(O)c1)c1cc(-c2ccc3c(c2)OCO3)on1 | -0.4 | 6 | 32
75 | COc1cccc(NC(=O)CSc2nc3ccccc3c3nc4ccccc4n23)c1 | . | -6 | 16
76 | CN(CC(=O)NCc1cccnc1)S(=O)(=O)c1ccc(F)cc1 | -1.1 | 2 | 15
77 | Cc1cc(Cl)nc(SCC(=O)c2ccccc2)n1 | -1.6 | -7 | 6
78 | N=c1sccn1CC(=O)Nc1ccc(Cl)c(S(=O)(=O)N2CCOCC2)c1 | -2.0 | -16 | 6
79 | COC(=O)/C(=C\c1cccnc1)NC(=O)c1ccc(OCc2ccccc2)cc1 | -0.3 | -13 | 25
80 | O=C(CNC(=O)c1ccc(Cl)cc1)NCCCn1ccnc1 | -4.5 | -14 | 11
81 | c1ccc(-c2nnc(-c3ccco3)n2-c2ccccc2)cc1 | . | -22 | 11
82 | COc1ccc(CCN(C(=O)c2ccc(F)cc2)C2=CC3CCC(C2)N3C)cc1OC (stereo not given) | -0.3 | -34 | 5
83 | Cc1ccc(NC(=O)C2CC2C)c(Cl)c1 (stereo not given) | -1.1 | -6 | -3
84 | CCCOc1ccc(C(=O)Nc2ccc(S(=O)(=O)NC3=NCCCCC3)cc2)cc1 | -1.9 | -3 | 7
85 | CC(Sc1nncn1C)C(=O)Nc1ccc(N2CCCCC2)cc1 (stereo not given) | -0.8 | -99 | 10
86 | O=C(CCC1CCCC1)Nc1cc(Cl)ccc1N1CCOCC1 | 0.4 | -34 | 8
87 | N=C1/C(=C\c2ccc(OC(=O)c3ccco3)cc2)C(=O)N=C2SC(N3CCCCC3)=NN12 | 1.0 | -9 | 0
88 | CSCCC(NS(=O)(=O)c1ccc(Cl)cc1)C(=O)OCC(=O)NC12CC3CC(CC(C3)C1)C2 (stereo not given) | -2.1 | -14 | 11
89 | O=C(CNc1ccc2ccccc2c1)N/N=C/C=C/c1cccc([N+](=O)[O-])c1 | -0.5 | -9 | -3
90 | CSCc1cc(N2CCOCC2)nc(-c2ccccc2)n1 | 0.7 | -8 | 24
91 | CCN(CC)C(=O)Cn1cc(C(=O)C(=O)NCc2ccco2)c2ccccc21 | -0.5 | -13 | 14
92 | Cc1cc(C)c(C)c(S(=O)(=O)N2CCN(C(=O)C3CSC4(C)CCC(=O)N34)CC2)c1C (stereo not given) | 0.1 | -32 | 19
93 | CCc1ccc(-c2nn[nH]n2)cc1 | -1.3 | -11 | 0
94 | COc1ccc(OC)c2[nH]c(=O)c(CCNC(=O)c3ccc(Br)o3)cc12 | -0.4 | -33 | 16
95 | O=C(c1ccc(SCc2ccco2)c([N+](=O)[O-])c1)N1CCOCC1 | 0.9 | -18 | 47
96 | NNC(=O)c1nn(-c2ccc(Cl)cc2)ccc1=O | -2.2 | -14 | 13
97 | O=C1NC2(CCCCC2)C(=O)N1CC(=O)N(Cc1ccccc1)c1ccccc1 | 0.0 | -26 | 20
98 | CCOC(=O)C1CCCN(C(=O)c2ccc(S(=O)(=O)N3CCOCC3)cc2)C1 (stereo not given) | -1.7 | -13 | 8
99 | Cc1nn(Cc2ccccc2)c(Cl)c1C(=O)NCc1ccc(C)n1C | -0.7 | -17 | 8

Looked up above:
CC(C)C(=O)Nc1nnc(S(=O)(=O)N2CCCCCC2)s1 | OX1R antag-1: -6
CSCc1cc(N2CCOCC2)nc(-c2ccccc2)n1 | OX1R antag-1: -8
COC(=O)C12CC3CC(C1)CC(n1cnc(Cl)n1)(C3)C2 | OX1R antag-1: -10
CCc1ccc(OCCOC(=O)Nc2ccccc2)cc1 | STK33 kinase inh: -1.1

Hits appear at their usual frequency. Share with any hit: about 2.2%.
